# RNase H inhibition: RNase H inhibition, HIV 1 Gag Pol polyprotein, FRET biochemical assay, screening (AID 372); inhibition, % at 10 µM; hits with a dose series show IC50 in µM; HIV-1 RT RNase H, FRET RNA/DNA substrate fluorescence; higher % means a stronger effect; 100,000 compounds, 0.77% hits; in the data active = inhibition above about 50%
# An asterisk follows results filed as active. An excerpt; count on the stated rates, not on these rows.
Compound	RNase H inhibition
CCCc1sc(NC(=O)c2ccc(C)cc2)nc1-c1ccc(Cl)cc1	8%
CC(=O)CCc1oc2ccc(C)cc2c1Cc1ccccc1	17%
COc1ccc(OCCCCN2CCC(C)CC2)cc1	6%
O=C(N/N=C/c1cccc(Cl)c1Cl)c1ccccc1	27%
COc1ccc(NC(=O)Cc2ccc(F)cc2)cc1	6%
Cc1ccc(OCCOc2ccccc2C=O)cc1	7%
O=C1C(Cl)=C(Nc2ccccc2)C(=O)N1c1cccc(Cl)c1Cl	2%
Cc1ccc(NC(=O)c2c(NC(=O)C(F)(F)F)sc3c2CCC3)c(C)c1	13%
COc1cc(/C=C(\NC(C)=O)C(=O)Nc2ccccc2C)ccc1OC(C)=O	15%
CCN(CC)c1ccc(NC(=O)c2ccc(OC)c([N+](=O)[O-])c2)cc1	22%
CC1CC(N(C(=O)c2cccs2)c2ccccc2)c2ccccc2N1 (stereo not drawn)	2%
O=S(=O)(NC1c2ccccc2Oc2ccccc21)c1ccc(Cl)cc1	2%
COc1cc(/C=C/c2cc(C(F)(F)F)[nH]c(=O)n2)cc(OC)c1OC	3%
CC(=O)N1CCc2ccccc2C1CN1C(=O)c2ccccc2C1=O (stereo not drawn)	12%
O=C(CSc1nc2ccccc2[nH]1)Nc1ccccc1F	24%
O=C1C(=Cc2cccc(O)c2)C(=O)c2ccccc21	8%
O=C(COc1ccc(Cl)cc1Br)N/N=C/c1cccc(OC(=O)c2ccco2)c1	9%
CCOC(=O)COc1ccccc1/C=N/NC(=O)COc1cccc(Br)c1	8%
CCC(CC)C(=O)NC1CCCCCC1	1%
CCN(CC)CCc1c(C)[nH]c(C(=O)OCc2ccccc2)c1C	13%
CCC1=NN(C(=O)c2cccnc2)C(O)(c2ccncc2)C1 (stereo not drawn)	0%
CCc1cc(C)cc(OCCOc2ccccc2/C=C2\SC(N)=NC2=O)c1	30%
CC(=O)Nc1ccc(OC/C=C(\C)Cl)cc1	13%
CCOC(=O)C1=C(c2ccccc2)S/C(=C2/C(=S)C(C)(C)N(C(C)=O)c3ccc(OC)cc32)S1	22%
CC1=NN(C(=O)c2ccccc2Cl)C(O)(c2ccc(Cl)cc2)C1 (stereo not drawn)	0%
Cc1cc(Nc2cccc([N+](=O)[O-])c2)nc2ccccc12	0%
CCOc1cccc(CN2CCCC(C)C2)c1O (stereo not drawn)	11%
O=C(c1ccccc1Cl)N1CCc2ccccc21	7%
Cc1ccsc1/C=C(/C#N)c1nc(-c2ccc(Br)cc2)cs1	21%
Fc1cccc(/C=N/Nc2cc(-c3ccccc3)nc(-c3ccccc3)n2)c1	12%
OCCN(CCO)c1ccc(C(c2ccccc2Cl)c2ccc(N(CCO)CCO)cc2Cl)c(Cl)c1	8%
Cc1ccc(S(=O)(=O)N(CC(=O)N(C)C)c2ccccc2C)cc1	6%
Cc1ccc(/C=C2\SC(=S)N(/N=C/c3cc([N+](=O)[O-])ccc3O)C2=O)o1	17%
COc1cc2c(cc1OC)CN(Cc1ccc(F)cc1)CC2	8%
Fc1ccc(NC(=S)NCCC(c2ccccc2)c2ccccc2)cc1	15%
COc1cccc(CN2CCN(C3CCN(Cc4ccccc4)CC3)CC2)c1OC	10%
CC(=O)Nc1ccc2oc(-c3cccc(Cl)c3)nc2c1	8%
CCn1c2ccccc2c2nnc(-n3nc(C)cc3C)nc21	3%
Cc1ccnc(NC(=O)c2cc(-c3ccc(Cl)s3)nc3ccccc23)c1	8%
Cc1cccc(OCCOc2cccc3cccnc23)c1	11%
Cc1ccc(C(C)C)c(OCC(=O)N/N=C/c2cccc(Oc3ccccc3)c2)c1	14%
COc1ccc(C2/C(=C(/O)c3ccccc3)C(=O)C(=O)N2c2ccccc2)cc1OC (stereo not drawn)	4%
Cc1ccc2nc(NC(=O)c3c(-c4ccccc4)noc3C)sc2c1	15%
COC(=O)c1ccc(/C=C2\SC(=S)N(NC(=O)Cc3ccccc3)C2=O)cc1	22%
CCOc1ccc(N(CC(=O)O)S(C)(=O)=O)cc1	9%

# 3 structures from above, sorted by length of the SMILES, high to low.
Compound	RNase H inhibition
OCCN(CCO)c1ccc(C(c2ccccc2Cl)c2ccc(N(CCO)CCO)cc2Cl)c(Cl)c1	8%
COc1ccc(C2/C(=C(/O)c3ccccc3)C(=O)C(=O)N2c2ccccc2)cc1OC (stereo not drawn)	4%
COc1cccc(CN2CCN(C3CCN(Cc4ccccc4)CC3)CC2)c1OC	10%

# Remaining list, next part
Compound	RNase H inhibition
Cc1ccc(S(=O)(=O)Nc2cc(Sc3nc4ccccc4s3)c(O)c3ccccc23)cc1	27%
COC(=O)/C=C1\SC(=Nc2ccc(OC)cc2)NC1=O	13%
O=C(CCCO)c1ccc2c(c1)OCCO2	2%
COC(=O)c1cc(NS(=O)(=O)c2ccc(N3CCOCC3)c(N)c2)cc(C(=O)OC)c1	11%
COc1ccccc1N=Cc1c(O)n(-c2ccc(F)cc2)c(=O)[nH]c1=O	5%
CC(C)n1c(-c2nonc2N)nc2ccccc21	6%
O=C(O)CCCCCN1C(=O)C(O)=C(C(=O)/C=C/c2ccccc2)C1c1ccc2c(c1)OCO2 (stereo not drawn)	3%
C/C(=N\Nc1cc(C)nc(-c2ccccc2)n1)c1ccc([N+](=O)[O-])cc1	3%
CCCc1nc2ccccc2n1CC(O)COc1ccc(C)cc1 (stereo not drawn)	0%
C/C(=N\Nc1cc(-c2ccccc2)nc(-c2ccc(Br)cc2)n1)c1ccc(N)cc1	10%
CC1CCN(S(=O)(=O)c2cc(Cl)ccc2Cl)CC1	11%
CC(=O)Oc1cccc(NC(=O)c2cccc(C(=O)Nc3cccc(OC(C)=O)c3)c2)c1	8%
COc1ccc(C(=O)N2CCN(C(=O)c3ccc(-c4ccccc4)cc3)CC2)cc1OC	3%
CC(C)(C)c1ccc(/C=C/C(=O)NCc2ccccc2)cc1	8%
Cc1cccc(NC(=O)COc2c(F)c(F)c(C(F)(F)F)c(F)c2F)c1	6%
COc1ccc(CN2CCN(C3CCC(C)CC3)CC2)c(OC)c1OC (stereo not drawn)	9%
CCOC(=O)COc1ccc2c(C)cc(=O)oc2c1C(=O)c1ccccc1	2%
CCN(CC)c1ccc(Nc2nc(-c3sc(N)nc3C)cs2)cc1	28%
COC(=O)C1=C(C)N=C2SCCC(=O)N2C1c1cccs1 (stereo not drawn)	0%
CCOC(=O)c1cccc(NC(=O)c2ccccc2)c1	16%
COCCNC(=O)Cc1ccc(OC)c(OC)c1	2%
CC(=O)c1ccc(NC(=O)c2ccc(N(Cc3ccccc3)S(C)(=O)=O)cc2)cc1	13%
CNC(=O)C(=O)NCCN1CCN(C(=O)c2cccc([N+](=O)[O-])c2)CC1	7%
CCC(=O)N1CCN(c2cc(N3CCC(C)CC3)c(F)cc2[N+](=O)[O-])CC1	11%
O=c1c(Oc2ccccc2)coc2cc(O)ccc12	7%
O=C(CSCC(=O)N1CCOCC1)Nc1ccccc1	23%
CN(C)c1ccc(/C=N/NC(=O)c2cc(C34CC5CC(CC(C5)C3)C4)[nH]n2)cc1	16%
CC(C)c1ccc(/C=C2/SC(=O)N(c3ccccc3)C2=O)cc1	8%
Cc1ccc(S(=O)(=O)NC(C)C2C3CC4CC(C3)CC2C4)c(C)c1 (stereo not drawn)	21%
CN(C)c1ccc(/C=N/NC(=O)c2cc(=O)[nH]c3ccccc23)cc1	18%

# Random excerpt: 4 entries already listed
Compound	RNase H inhibition
Cc1ccc(/C=C2\SC(=S)N(/N=C/c3cc([N+](=O)[O-])ccc3O)C2=O)o1	17%
CCC1=NN(C(=O)c2cccnc2)C(O)(c2ccncc2)C1 (stereo not drawn)	0%
O=C(O)CCCCCN1C(=O)C(O)=C(C(=O)/C=C/c2ccccc2)C1c1ccc2c(c1)OCO2 (stereo not drawn)	3%
CCCc1sc(NC(=O)c2ccc(C)cc2)nc1-c1ccc(Cl)cc1	8%

# Following part
Compound	RNase H inhibition
Cc1cc([N+](=O)[O-])cc2c(N=Nc3ccccn3)c(O)n(C)c12	10%
CC1(/[N+]([O-])=C/c2ccc(F)cc2)CCCCC1=O (stereo not drawn)	3%
C=C(Br)CSc1nc2ccccc2[nH]1	0%
COc1cc(/C=N/NC(=O)c2sc3ccccc3c2Cl)cc(I)c1OC	10%
O=C1/C(=C\c2cccc3ccccc23)SC(=S)N1CCc1ccccc1	6%
CCSCCOC(=O)C1=C(C)NC2=C(C(=O)CCC2)C1c1ccc2c(c1)OCO2 (stereo not drawn)	14%
CCC(=O)Nc1ccc2oc(-c3ccc(-c4ccccc4)cc3)nc2c1	15%
CCCCCc1c(O)nc(SCC(=O)O)[nH]c1=O	4%
CCC1CCCCN1C/C=C/c1ccc(N(C)C)cc1 (stereo not drawn)	1%
Cc1cc([N+](=O)[O-])ccc1Nc1ccc2nonc2c1[N+](=O)[O-]	12%
Cc1cc(C(=O)Nc2ccc(F)cc2F)ccc1[N+](=O)[O-]	8%
O=C1/C(=C/c2ccccc2[N+](=O)[O-])SC(=S)N1c1ccccc1	13%
CC(=O)Nc1cccc(Nc2nc3ccccc3nc2NS(=O)(=O)c2ccc(Cl)cc2)c1	12%
CC(=O)c1ccc(N2CCN(CC3CC=CCC3)CC2)cc1 (stereo not drawn)	6%
CC(C)CN1C(=O)/C(=C/C2CC=CCC2)SC1=S (stereo not drawn)	15%
CCCCOc1ccc(-c2cc(=O)oc(-c3cccc(I)c3)n2)cc1	19%
CCOC(=O)N1CCN(c2ccccc2)CC1	3%
CC(=O)N/C(=C\c1ccccc1)C(=O)NC(=S)N1CCCCCC1	5%
Cc1ccc(OCCN2CCCCC2)cc1C	13%
CCOC(=O)C1=C(C)NC(C)=C(C(=O)OC)C1c1cc(Cl)cc(Cl)c1OC (stereo not drawn)	10%
COc1ccc(C2C(C(=O)OCC(C)C)=C(C)NC3=C2C(=O)CC(c2ccccc2)C3)cc1 (stereo not drawn)	8%
Cc1ccc(NCC(=O)N=Nc2c(O)[nH]c(=O)[nH]c2=O)cc1	15%
CC(=O)Oc1ccc(NC(=O)CC2Sc3ccccc3NC2=O)cc1 (stereo not drawn)	6%
COc1ccc(C=Nc2ccc3c(c2)nc(C)n3C)cc1	14%
Cn1c(C=Nc2ccccc2O)nc2ccccc21	8%
CCOC(=O)C1=C(C)N=c2s/c(=C\c3c(OCC)ccc4ccccc34)c(=O)n2C1c1ccc(OC)c(OC)c1 (stereo not drawn)	0%
CCOc1ccc(-c2cc(C)n3nc(C(=O)Nc4ccc(C(C)=O)cc4)cc3n2)cc1	36%
O=C(NC(=S)Nc1ccc(-c2nc3ccccc3o2)cc1)c1ccccc1	47%
Cc1cccc(C)c1-n1c(C)cc(/C=N/NC(=O)c2cccnc2)c1C	1%
CN(C)c1ccc(NC(=O)C2COc3ccccc3O2)cc1 (stereo not drawn)	4%
COc1cc(/C=C2\C(=O)NN(c3ccccc3)C2=O)ccc1OCCOc1cc(C)ccc1C	6%
Brc1ccccc1CN1CCN(Cc2ccco2)CC1	1%
CCc1ccc2oc(-c3ccc(NC(=O)c4ccc(F)cc4)cc3)nc2c1	29%
CCOc1ccc2nc(NC3=NC(CC(=O)O)C(=O)N3)nc(C)c2c1 (stereo not drawn)	2%
Cc1cc(=O)[nH]c(NCc2ccccc2)n1	3%
CCC(CC)NS(=O)(=O)c1c(C)cc(C)cc1C	5%
COC(=O)C1C(=O)C(C(C)=O)C(=O)CC1(C)C (stereo not drawn)	0%
CC(C)C1=NN2C(=N)/C(=C/c3cc(Cl)ccc3OCc3ccccc3)C(=O)N=C2S1	19%
Cc1cc(NC(=O)C2CC3CCC2C3)no1 (stereo not drawn)	5%
NC1=NC(=O)/C(=C/c2cc(Cl)cc(Cl)c2OCc2ccc(F)cc2)S1	31%
Cn1c2ccc(CC(N)=O)cc2c2cc(CC(N)=O)ccc21	4%
N#C/C(=C(/O)c1cccc2ccccc12)c1nc2ccccc2[nH]1	14%
CCCOc1ccc(N2C(=O)CC(N3CCNC3=S)C2=O)cc1 (stereo not drawn)	6%
O=C1NC(=O)N(c2ccc(Cl)cc2)C(=O)/C1=C/c1cc(Cl)c(O)c(Cl)c1	13%
Cc1ccc(Cl)cc1NC(=O)c1cccc(F)c1	8%
Cc1ccc(OCC(=O)Nc2c(C(C)C)cccc2C(C)C)cc1C	5%
O=C(CCCOc1ccc(Cl)cc1Cl)N/N=C/c1cccc(F)c1	3%
O=C(Nc1cccc(NC(=O)c2ccccc2Cl)c1)c1ccc2c(c1)OCCO2	7%
Cc1ccc(-c2n[nH]c(=O)c3ccccc23)cc1S(=O)(=O)Nn1cnnc1	9%
O=C(Nc1ncc(Cc2cccc(C(F)(F)F)c2)s1)c1ccccc1Br	6%
Cc1ccc(C(=O)N/N=C/c2ccc([N+](=O)[O-])o2)cc1	2%
O=C(Nc1ccc(Br)cc1)C1CC(=O)N(c2ccc(Cl)cc2)C1 (stereo not drawn)	0%
COc1ccc2c(c1)c(C(C)=O)c(C)n2C	0%
CC(C)(C)c1ccc(-c2n[nH]c(=S)n2N=Cc2ccccn2)cc1	0%
COc1cc(/C=C2/NC(=O)NC2=O)ccc1OCc1ccc(I)cc1	14%
Cc1ccc(CNC(=O)C(=O)Nc2cccc3ccccc23)cc1	6%
O=C(Nc1ccccc1C(F)(F)F)c1ccc(I)cc1	8%
Cc1cc(OCC(=O)Nc2ccc3c(c2)OCO3)ccc1Br	18%
CCOc1ccc(C(=O)Nc2cc(Cl)cc(Cl)c2)cc1Cl	3%
CCOC(=O)c1c(-n2c(C)cc(/C=C(/C#N)C(=O)Nc3cccc(C)c3)c2C)sc2c1CCCC2	16%

# Given as labelled records: two of the compounds above.
Cc1cc(OCC(=O)Nc2ccc3c(c2)OCO3)ccc1Br
  RNase H inhibition: 18%

CCOc1ccc(C(=O)Nc2cc(Cl)cc(Cl)c2)cc1Cl
  RNase H inhibition: 3%

# Screening results deposited in PubChem BioAssay by MTDP.
